SKKanGAS inh: inhibitors of SKKanGAS S. pyogenes growth in kanamycin (SK-promoter or general growth effect). BacTiter-Glo, 6 h. inhibition, % at 7.5 µM. 1.3% of 300,000 active. AID 1662;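 active = mean replicate score, as percent of positive control median, at least 50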;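 also: strain carries kanamycin resistance gene driven by streptokinase promoter and grows in 40 µg/ml kanamycin; loss of luminescence reflects streptokinase promoter inhibition or plain growth inhibition; 0% = median of DMSO wells and 100% = positive control at its reference dose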
HIF activator: HIF pathway transcriptional activation; U2OS HRE-luciferase reporter, luminescence; normalized: DMSO 0%, desferrioxamine 100%; activation, % at 7.5 µM (by protocol); 0.32% of 300,000 active;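 active = mean activation of at least 10% of the iron chelator positive control signal, with at least half of replicates also reaching 10%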
HSF1 inh: HSF1 inhibition | NIH3T3-HGL HSE-luciferase, MG132-induced, luminescence 8 h; stronger effect = lower value | activity change, negative = inhibition, % at 7.5 µM (by protocol) | 0.77% of 300,000 active | AID 2098;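 active = more than half of replicate wells show activity change below -50%, luminescence cut by over half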;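 also: luciferase reports HSF-1 transcriptional activity via heat shock element; 0% = median of DMSO wells and -100% = zero luminescence signal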
IEC-6 tox: counter-screen for KLF5 inhibitors: cytotoxicity in IEC-6 cells; IEC-6 cytotoxicity, luminescence viability; inhibition, % at 5 µM; 0.78% of 290,000 active; AID 1825; in the data active = inhibition above about 22%;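 also: 0% = plate median of test compound wells and 100% = cytotoxic reference compound wells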
HSF1 activator: increases HSF-1 driven luciferase reporter signal. 1.7% of 300,000 active. activation, % at 9 µM. NIH3T3-HGL HSF-1 luciferase reporter, MG132, 8 h; 100% = twice DMSO control signal;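 active = mean replicate activation of at least 50% with a set share of replicates each reaching 50%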;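 also: 0% = median of the neutral control wells and 100% = twice that signal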
HSP90 inh: inhibitors of HSP90 luciferase refolding in rabbit reticulocyte lysate; luciferase refolding luminescence, 3 h; 0.91% of 290,000 active; inhibition, % at 5.6 µM;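 active = inhibition above the screen-wide mean plus 3 SD, computed separately per campaign, cut at about 16% in these data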;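 also: 0% = DMSO wells and 100% = 60 µM geldanamycin wells; inhibitors lower the luminescence because luciferase stays unfolded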
AI-2 QS mod: Vibrio harveyi AI-2 quorum sensing modulation; AID 2094; activity change, % at 7.5 µM; 0.4% of 300,000 active; Vibrio harveyi JMH597 AI-2 luminescence/OD600 ratio, 9 h; stronger effect = lower value; strain lacks LuxN and CqsS sensors; 0 = neutral-control median; in the data active = activity change below about -75%, passing the limit was not always enough;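 also: luminescence divided by OD600 gain over 9 h not by final OD600 alone; inactives centre near 13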
Platelet DG rel: platelet dense granule release activity | human platelet-rich plasma, SFLLRN dense granule ATP release, luminescence | inhibition, %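 (compounds screened at 7.5 µM in platelet-rich plasma)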 | 0.22% of 300,000 active;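 active = mean replicate score, as percent of positive control, at or above 50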
aSyn 5UTR inh: MLPCN primary screen, SNCA 5' untranslated region | 0.82% of 300,000 active | AID 1813 | inhibition, % (tested at 7.5 µM) | alpha-synuclein 5'UTR reporter, inhibitor activity; in the data active = inhibition above about 60%;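 also: H4 neuroglioblastoma cells stably carrying SNCA 5'UTR luciferase fusion; 0% = DMSO wells and 100% = positive control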
KLF5 inhibitor: kruppel-like factor 5 inhibition. DLD-1 KLF5 promoter-luciferase reporter, luminescence. inhibition, % at 5 µM. 0.23% of 290,000 active. AID 1700;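 active = inhibition above a per-plate limit of that plate's mean compound inhibition plus 3 SD, cut at about 60% in these data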;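 also: 0% = DMSO wells and 100% = LY294002 at 200 µM; higher means less KLF5 promoter-driven luciferase light; inactives centre near -14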
* hit, by the source's call; . = no result given. An unsorted share of the library, and some 6% of all compounds hit somewhere here.

SMILES	SKKanGAS inh	HIF activator	HSF1 inh	IEC-6 tox	HSF1 activator	HSP90 inh	AI-2 QS mod	Platelet DG rel	aSyn 5UTR inh	KLF5 inhibitor
CCOC(=O)C1(CC2CC2)CCN(C(=O)c2cc(OC)nc3ccccc23)CC1	4	2.7	7	1	17	-3	1	-5	-58	-47
Cc1cccc[n+]1CCCCCCCCCC[n+]1ccccc1C	-14	-0.9	-7	0	-7	-5	9	-3	-3	-6
CC(C)OCCCNC(=O)C1CCC(=O)N1C1CCCC1 (centres undefined)	-5	-0.1	-3	-1	-7	3	34	-8	-2	-31
CCCc1cc(=O)oc2cc(OCC(=O)NCc3ccccn3)ccc12	2	0.3	1	4	5	4	3	7	7	-5
Cc1ccc(CN2C(=O)CSC2c2cccnc2)cc1 (centres undefined)	-2	-0.4	-7	-8	-3	-1	2	4	-1	-11
Cc1cc(C)nc(Nc2ncn[nH]2)n1	-5	-0.2	-29	6	-44	3	8	3	3	5
COc1ccc(NS(=O)(=O)c2cccc(C(=O)NCCCN3CCOCC3)c2)cc1	18	1.3	-6	.	-2	.	4	-3	2	.
Cn1ncc(N=Cc2ccc([N+](=O)[O-])cc2)c1C(=O)N1CCOCC1	-4	0.1	0	0	-11	5	24	8	-4	-17
COc1ccc(C(=O)CSc2nc(C)cc(=O)[nH]2)cc1C	-2	0.0	-76*	0	-81	2	7	0	0	-29
O=C(Cc1ccccc1)N1CCC(c2nc3ccccc3[nH]2)CC1	2	-0.7	-8	3	-14	-1	31	1	28	-20
O=c1[nH]c(NC2CCCCC2)nnc1Cc1ccccc1	2	-0.3	0	3	7	9	-11	-1	23	-14
COc1ccc(NC(=O)CCCN2C(=O)C(c3ccccc3)Oc3cccnc32)c(OC)c1 (centres undefined)	3	-0.4	-8	8	-9	1	12	-12	24	-7
CN(C)S(=O)(=O)c1cccc(-c2nnc(SCc3ccc4c(c3)OCCO4)o2)c1	42	-0.1	0	-1	21	1	17	0	1	5
COc1ccc(C2CN=NC23CCCc2ccccc2C3=O)cc1 (centres undefined)	4	2.4	-10	8	-7	3	11	8	-51	-4
CCOC(=O)c1cnc2nc(Cc3ccccc3)[nH]n2c1=O	-7	0.1	4	3	12	-1	23	-19	12	-16
Cc1nn(-c2ccccc2)c2c1C(c1ccc(Cl)cc1)N(c1ccccc1)C(=O)N2 (centres undefined)	19	0.4	5	-6	20	-3	10	-3	13	11
Cc1ccc(C(=O)N2CCC(n3nccc3NC(=O)Nc3cccc(F)c3)CC2)cn1	0	0.0	-3	-11	2	-4	3	0	2	-12
O=C(c1ccco1)N1CCN(C(=O)N2CCCCC2)CC1	0	-0.3	-14	0	4	0	3	-8	3	-25
Oc1ccc(Cl)cc1C1=NCCNC(C(F)(F)C(F)F)=C1	7	0.3	-5	4	-7	0	9	-6	12	-28
O=C(Nc1ccccc1F)C1CCN(C(=O)NCc2ccccc2)CC1	11	0.0	-11	-8	-9	-4	6	-2	7	-13
CS(=O)(=O)c1ccc(Cl)c(NC(=O)CSc2nncn2-c2ccccc2)c1	-7	1.6	7	3	35	0	16	-2	-10	-1
CCN(C(=O)COC(=O)CSc1ccc(C)c(C)c1)C1CCS(=O)(=O)C1 (centres undefined)	-4	-0.4	1	5	-8	-1	13	4	-3	-28
CC1(C)C(c2cccs2)=NC(c2ccccc2)N1O (centres undefined)	1	0.0	-4	0	9	-2	16	8	-24	-35
Cc1ccc(N2CC(C(=O)N3CCC(C(=O)Nc4ccc(Br)cc4)CC3)CC2=O)cc1 (centres undefined)	5	-0.5	4	11	18	-4	2	-8	26	-6
Nn1c(Nc2ccccc2)nc2sc3c(c2c1=O)CCCC3	-3	1.9	3	8	-7	-1	25	14	3	-45
CC(C)COC(=O)c1cc(-c2ccc(/C=N/n3cnnc3)o2)ccc1Cl	5	0.4	4	2	-2	2	19	3	-31	-2
CC(=O)N1C(C(=O)O)Cc2c([nH]c3ccccc23)C1C (centres undefined)	6	-5.8	-6	-4	2	3	14	-11	-13	-33
CCC(C)[C@H]1CNC(=S)N1CCc1cccc2ccccc12 (some centres undefined)	-6	-0.1	4	.	-18	.	4	8	17	.
Cn1c(=O)[nH]c2c(Cl)nccc21	-6	-0.5	-5	-3	1	1	13	16	-1	-33
CSc1ccccc1NC(=O)c1cc2ncc(Br)cn2n1	-4	2.7	3	5	25	3	22	-3	-182	-24
COc1ccc(C2=NN(Cc3c(F)cccc3Cl)C(=O)CC2)cc1	2	-0.3	7	5	4	2	8	-3	37	-30
COc1ccc(NC(=O)C2CCCN(C(=O)Nc3ccc(F)cc3)C2)cc1 (centres undefined)	10	0.0	1	-4	4	-4	26	-3	6	-15
CC1CCCCN1Cc1ccc(N)cc1 (centres undefined)	5	-0.5	4	4	1	4	6	-4	22	-1
Cc1cccc(C(=O)N2CCc3ccccc3C2)c1[N+](=O)[O-]	-9	0.4	-4	6	-7	3	11	2	-1	0
CSc1oc(-c2ccc(F)cc2)nc1S(=O)(=O)c1ccc(F)cc1	0	0.1	0	7	-18	2	13	-5	0	-11
CCc1nc2cc3sc(CC)nc3cc2s1	-2	-0.3	-1	-6	9	-2	-19	0	-133	-74
COc1ccccc1C1SCCN1S(=O)(=O)c1cccc(C(F)(F)F)c1 (centres undefined)	23	2.2	25	0	29	4	38	-3	21	-7
C=CCOc1ccc2nc(NC(=O)OC)[nH]c2c1	2	3.5	-12	82*	1	-3	34	-2	66*	51
O=C(NCc1cccnc1)c1ccc([N+](=O)[O-])cc1	-2	-1.5	1	-3	-10	7	46	0	10	-17
Cc1ccc(S(=O)(=O)NCCc2c[nH]c3ccccc23)cc1	7	0.7	-6	0	13	6	-1	.	16	-18
CCOc1ccc(-n2ccnc2SCC(=O)Nc2nnc(C)s2)cc1	2	0.3	0	-1	-9	3	21	1	4	-18
O=C(NCCc1ccccc1Cl)C1CCC(=O)N(Cc2cccc(C(F)(F)F)c2)C1 (centres undefined)	-9	-1.3	-7	2	-2	0	38	-3	4	-24
CCC(=O)NCCc1nc2ccccc2[nH]1	2	-0.2	-12	0	-6	-1	26	-5	-1	-11
Cc1ccc(/C=C/C(=O)N2CCN(c3ccc(F)cc3)CC2)o1	-9	-0.2	37	-9	49	-1	19	-5	-3	-3
C=C1CCN(c2ccc(C(=O)NCc3ccc(C)cc3)cc2[N+](=O)[O-])CC1	5	0.0	9	-3	17	13	2	-1	4	-31
COc1cc(SC)ccc1C(=O)Nc1ccc2c(c1)OCO2	-12	-0.2	2	-1	36	7	15	1	-69	-157
N#Cc1ccsc1NC(=O)CCN1CCN(C(c2ccccc2)c2ccccc2)CC1	-1	-0.7	2	3	-2	5	23	14	9	-3
COc1ccc(Br)cc1CNCCSc1nnnn1C	-5	0.4	10	2	20	1	19	-7	-9	-2
CN(Cc1ccon1)C(=O)CC1C(=O)NCCN1Cc1cccc(Oc2ccccc2)c1 (centres undefined)	10	.	.	-2	.	2	13	-2	-13	3
O=C1C(=O)N(CCO)C(c2cccc(F)c2)/C1=C(\O)c1ccc(Cl)cc1 (centres undefined)	3	0.0	1	-4	1	3	4	3	-10	-28
O=C(CCN1CCN(S(=O)(=O)c2ccc(Cl)cc2)CC1)Nc1ccc(F)cc1	-7	0.3	-3	1	10	-2	6	-14	-11	-19
CC(=O)Nc1cccc(NC(=O)COc2nncc3ccccc23)c1	-9	0.3	-5	11	-18	5	-58	-30	-19	-2
O=c1cc(CCl)nc(Cc2c(Cl)cccc2Cl)[nH]1	-1	0.2	3	.	-2	.	30	6	4	.
Cc1cccc(NC(=O)CSc2ccc(-c3ccccn3)nn2)c1C	3	0.4	8	-4	8	-2	13	-5	-12	-15
O=C(CN1CCN(c2ccccc2)CC1)NC(=O)NCc1ccco1	1	.	.	-5	.	-6	13	-1	10	-6
NCCOc1ccccc1Cc1ccccc1	-11	-0.5	-11	-1	4	1	11	-9	-6	-24
COc1cccc(C2NC(=O)NC(C)=C2C(=O)Nc2cccc(C)c2C)c1 (centres undefined)	-1	0.1	-4	-1	-3	-7	-6	-7	1	6
COc1ccccc1/C=N\Nc1ccccc1[N+](=O)[O-]	4	3.7	34	2	40	1	-3	10	-91	-30
O=C(c1ccc(F)cc1)c1ccc(N2CCCC2)cc1	-1	2.4	12	-1	26	1	6	9	-147	-62
Cc1ccc(NC(=O)CSC2=C(C#N)C(c3ccco3)C3=C(CC(C)(C)CC3=O)N2)cc1 (centres undefined)	3	-0.9	5	-4	13	8	44	2	22	-5

New compounds follow
SMILES	SKKanGAS inh	HIF activator	HSF1 inh	IEC-6 tox	HSF1 activator	HSP90 inh	AI-2 QS mod	Platelet DG rel	aSyn 5UTR inh	KLF5 inhibitor
CCOc1ccc(N(C(=O)CNC(=O)c2cccs2)C(C(=O)NCC2CCCO2)c2ccc(OC)c(OC)c2)cc1 (centres undefined)	-6	-0.1	-7	-1	-3	2	30	6	-8	-17
Cc1ccc(NC(=O)COC(=O)C2CCC(=O)N2)c([N+](=O)[O-])c1 (centres undefined)	-1	-0.7	-3	-1	4	-4	9	-4	-1	-6
COc1ccc(NC(=O)c2ccc(Br)c(S(=O)(=O)N3CCOCC3)c2)cc1	-10	0.0	-23	5	-37	2	-4	8	0	-14
CCN1CNC(=S)N(c2cccc(C)c2C)C1	-4	0.8	-8	-5	10	-2	9	-1	2	-18
COc1ccc(NC(=O)c2ccc3c(=O)n(Cc4ccco4)c(=S)[nH]c3c2)c(OC)c1	28	-2.0	-23	5	-30	5	13	-3	8	-3
CN(CCOc1ccccc1)C(=O)CCc1nc2sc3c(c2c(=O)[nH]1)CCCC3	18	-0.1	3	0	-14	4	8	9	16	-3
O=C(CS(=O)CC(=O)Nc1ccc(Cl)cc1)NCC1OCCc2ccccc21 (centres undefined)	-5	-0.3	-9	8	-22	2	10	1	2	10
C#CCOc1c(/C=C\c2nc(O)c([N+](=O)[O-])c(=O)[nH]2)cc(Br)cc1OC	1	0.4	-1	0	-4	4	4	0	7	4
COc1cccc(NC(=O)COc2cccc(-n3cnnn3)c2)c1	-1	0.0	-2	-3	4	-4	4	-1	-1	-15
COc1cc2c(cc1OC)C(C)N(C(=O)c1cc3c(C)cc(C)cc3[nH]1)CC2 (centres undefined)	4	0.3	-7	13	-9	-4	38	6	42	4
COc1ccccc1OCC(=O)Nc1cccc(N(C)S(C)(=O)=O)c1	2	0.3	4	-2	1	-3	37	-2	-9	-21
Cc1ccccc1N1CCN(C2CCCN(C(=O)c3csc(C(C)C)n3)C2)CC1 (centres undefined)	15	0.1	10	-4	12	-3	17	4	-1	0

Reformatted with bars between the fields: part of the list above.
SMILES | SKKanGAS inh | HIF activator | HSF1 inh | IEC-6 tox | HSF1 activator | HSP90 inh | AI-2 QS mod | Platelet DG rel | aSyn 5UTR inh | KLF5 inhibitor
Cc1ccc(NC(=O)COC(=O)C2CCC(=O)N2)c([N+](=O)[O-])c1 (centres undefined) | -1 | -0.7 | -3 | -1 | 4 | -4 | 9 | -4 | -1 | -6
Cc1ccccc1N1CCN(C2CCCN(C(=O)c3csc(C(C)C)n3)C2)CC1 (centres undefined) | 15 | 0.1 | 10 | -4 | 12 | -3 | 17 | 4 | -1 | 0
C#CCOc1c(/C=C\c2nc(O)c([N+](=O)[O-])c(=O)[nH]2)cc(Br)cc1OC | 1 | 0.4 | -1 | 0 | -4 | 4 | 4 | 0 | 7 | 4
O=C(CS(=O)CC(=O)Nc1ccc(Cl)cc1)NCC1OCCc2ccccc21 (centres undefined) | -5 | -0.3 | -9 | 8 | -22 | 2 | 10 | 1 | 2 | 10
